TrxR1 inh: blocks rat thioredoxin reductase 1; O89049; recombinant rTrxR1, NADPH fluorescence consumption, selenite substrate; Potency, µM (titrated, usually from 114 µM), without a hit: top-dose activity change, negative = inhibition, actives largely listed as inhibitors; hit rate 1% among 390,000; AID 588453; note: potency is the fitted concentration of half-maximal effect; % is set by controls: 0 for no effect and ±100 for the full control effect; nearly all actives have a fitted effect of over 65% in size
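Rat TrxR1 (90 nM in the dispensed reagent) was pre-reduced with 400 uM NADPH for 5 min at room temperature, then incubated with compound for 15 min. After 400 uM selenite was added, NADPH fluorescence (Ex 340/Em 450 nm) was followed for 8 min.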
TrxR1 substrate: substrates of rat thioredoxin reductase 1; purified TrxR1 substrate turnover, NADPH consumption readout; hit rate 0.01% among 390,000; Potency, µM (doses to about 114 µM), for inactives: at the top dose activity change, negative = substrate turnover; O89049; AID 588456; note: potency is the fitted concentration of half-maximal effect; % is set by controls: 0 for no effect and ±100 for the full control effect; nearly all actives have a fitted effect of over 50% in size
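Rat TrxR1, dispensed at 90 nM, was prereduced with 400 uM NADPH (final) for 5 min at ~22 deg C, then incubated with compound 15 min before 400 uM selenite. A first-read NADPH fluorescence drop versus no-compound background flagged substrates.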
D2 ag: activates the human D2 dopamine receptor. P14416. HEK293 T-REx D2 cells, calcium flux agonist mode. activation, % at 2 µM. hit rate 0.53% among 340,000. AID 485358;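 active = activation over 3 SD above normal in the single-dose calcium agonist read, cut at about 30% in these data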; note: 0% is about no effect
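Calcium-flux readout, 1 cycle/sec over 180 s following compound pin transfer, in inducible HEK293 Trex D2 cells (force-coupled); dopamine controls included. Positive calcium responses during this window marked compounds as potential agonists.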
mIDH1 inhibitor: blocks human mutant IDH1 R132H enzyme; O75874; IDH1-R132H enzyme, NADPH consumption, diaphorase/resazurin fluorescence; Potency, µM (highest dose often 76.6 µM), for the others: at the top dose activity change, negative = inhibition, most hits filed as inhibitors; hit rate 0.093% among 390,000; note: potency is the fitted concentration of half-maximal effect; % is set by controls: 0 for no effect and ±100 for the full control effect; nearly all actives have a fitted effect of over 65% in size
Target sequence (O75874 whole entry R132H, stated change not applied): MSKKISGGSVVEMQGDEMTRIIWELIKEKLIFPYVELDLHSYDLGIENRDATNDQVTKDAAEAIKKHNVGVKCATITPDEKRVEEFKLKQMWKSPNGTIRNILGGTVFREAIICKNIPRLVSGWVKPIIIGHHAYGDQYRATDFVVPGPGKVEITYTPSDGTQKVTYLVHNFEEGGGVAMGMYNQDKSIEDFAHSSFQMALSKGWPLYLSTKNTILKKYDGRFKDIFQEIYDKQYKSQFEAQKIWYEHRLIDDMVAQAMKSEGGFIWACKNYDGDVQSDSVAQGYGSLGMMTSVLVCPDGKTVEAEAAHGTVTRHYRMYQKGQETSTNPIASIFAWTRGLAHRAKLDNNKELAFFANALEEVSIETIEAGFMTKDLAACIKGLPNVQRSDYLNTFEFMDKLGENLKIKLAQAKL
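IDH1-R132H (0.5 ug/mL) preincubated 30 min with compound, then NADPH (0.016 mM) and alpha-KG (2 mM) added; 80 min at RT, pH 7.5. Remaining NADPH coupled via diaphorase/resazurin to fluorescence (540/590 nm); concentration-response curves normalized to no-enzyme control.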
D2 antagonist: antagonists of human D2 dopamine receptor; P14416; HEK293 TREx D2 cells, calcium flux, dopamine EC80; inhibition, % at 10 µM; hit rate 2% among 340,000; AID 485344; in the data active = inhibition above about 30%; note: 0% is about no effect
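Calcium mobilization kinetics were recorded at 1 s intervals in tetracycline-induced HEK293 T-REx D2 cells, first for 180 s after compound addition and then 180 s after EC80 dopamine.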
TRHR ag: activates the human TRH receptor | activation, % at 2 µM | P34981 | TRHR cells, calcium flux fluo-8, FDSS agonist mode | hit rate 0.18% among 360,000; in the data active = activation above about 30%; note: 0% is about no effect
Target sequence (P34981 whole entry, looked up): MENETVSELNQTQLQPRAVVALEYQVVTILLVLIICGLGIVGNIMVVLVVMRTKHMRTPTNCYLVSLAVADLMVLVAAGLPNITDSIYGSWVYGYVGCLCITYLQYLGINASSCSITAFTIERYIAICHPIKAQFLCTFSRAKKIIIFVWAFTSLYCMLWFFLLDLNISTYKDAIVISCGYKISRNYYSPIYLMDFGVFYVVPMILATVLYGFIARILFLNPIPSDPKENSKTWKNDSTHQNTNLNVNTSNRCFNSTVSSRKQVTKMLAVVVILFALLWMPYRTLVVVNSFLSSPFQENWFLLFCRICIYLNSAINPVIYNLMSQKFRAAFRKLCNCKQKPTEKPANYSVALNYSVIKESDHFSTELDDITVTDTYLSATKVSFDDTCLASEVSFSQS
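Steps: seed TRHR cells overnight; add fluo-8 no-wash Ca dye, RT 30 min–1.5 h; record 10 s baseline; pin-transfer compounds; monitor fluorescence 1 cycle/s for the agonist window. Calcium increases flag candidate agonists.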
TRHR enhancer: allosterically enhances the human TRH receptor | TRHR cells, fluo-8 calcium fluorescence, EC20 TRH enhancement | hit rate 0.66% among 360,000 | enhancement, % at 2 µM; in the data active = enhancement above about 30%; note: 0% is about no effect
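TRHR-expressing cells loaded with fluo-8 calcium dye were read kinetically (ex 480/em 530) during compound addition, then stimulated with an EC20 of TRH (10 nM final). Enhancement of the Gq-mediated intracellular calcium response was scored.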
Pin1 inh: inhibitors of human Pin1. Q13526. Pin1 FP peptide displacement, HiFluor488, 10 min. Potency, µM (highest dose often 115 µM), for inactives: at the highest dose activity, negative = inhibition, actives largely listed as inhibitors. hit rate 0.009% among 390,000. AID 504891; active = well fitted inhibition curve with a large enough effect in the polarisation, with a control signal flat, not every such curve was filed as active; inconclusive = small, poorly fitted or top-dose-only effect, or effect the other way, or a change in a side signal; inactive = no such curve, though single readings can be large or run the other way; the % refers to the polarisation; note: potency is the fitted concentration of half-maximal effect; % is set by controls: 0 for no effect and ±100 for the full control effect
Target sequence (Q13526 whole entry, looked up): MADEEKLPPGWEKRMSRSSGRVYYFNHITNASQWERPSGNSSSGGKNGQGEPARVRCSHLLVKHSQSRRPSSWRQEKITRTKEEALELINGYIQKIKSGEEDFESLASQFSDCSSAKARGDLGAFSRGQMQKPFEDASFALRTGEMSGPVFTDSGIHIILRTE
USP1-UAF1 inh: USP1/UAF1 (human) deubiquitinase inhibition; O94782; recombinant USP1/UAF1, Ub-Rhodamine cleavage fluorescence; Potency, µM (titrated, usually from 57.1 µM), for the others: at the top dose activity change, negative = inhibition, actives largely listed as inhibitors; hit rate 0.23% among 390,000; AID 743255; note: potency is the fitted concentration of half-maximal effect; % is set by controls: 0 for no effect and ±100 for the full control effect; nearly all actives have a fitted effect of over 60% in size; inactives centre near -12
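USP1/UAF1 complex (1 nM) preincubated 15 min at room temperature with compound, then Ub-Rho substrate (150 nM final) added. Kinetic fluorescence at 480/540 nm over 6 reads at 60 s intervals; 50 mM HEPES pH 7.8, 0.5 mM EDTA, 0.1 mg/ml BSA, 1 mM TCEP, 0.01% Tween-20.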
The depositor's hits bear a star; ? = inconclusive; nt = no result given; [ ] = remark or other dose. Unless noted, calls come from the whole dose curve; as a rule, active = well fitted inhibition curve with a large enough effect; inconclusive = small, poorly fitted or top-dose-only effect; inactive = no such curve, though single readings can be large or run the other way. A portion of the library. The share of hits here may be higher or lower than overall.

Structure	TrxR1 inh	TrxR1 substrate	D2 ag	mIDH1 inhibitor	D2 antagonist	TRHR ag	TRHR enhancer	Pin1 inh	USP1-UAF1 inh
Cc1nn(-c2ccc(F)cc2)c(-n2cccc2)c1C(=O)NCCCN1CCN(c2cccc(Cl)c2)CC1	-3.8%	-14.4%	9.7	4.1%	nt	0.2	2.1	?	-24.0%
O=C(NC1CCCC1)c1ccc2c(c1)N(Cc1ccccc1F)C(=O)c1ccccc1S2	17.0%[57.1 µM]	-1.8%[57.1 µM]	0.5	5.5%	nt	0.0	-5.8	28.7%	-12.5%
CCOC(=O)Cc1csc(NC(=O)CN2C(=O)c3ccccc3S2(=O)=O)n1	9.3%	4.5%	-0.7	0.4%	20.9	0.2	-4.7	-13.3%	-10.9%
S=C(NCc1ccco1)Nc1cccc(Cl)c1	?	-4.5%	-0.3	1.7%	14.0	-0.7	-0.9	-0.8%	-9.5%
Cc1cc(NS(=O)(=O)c2ccc(NC(=O)COc3ccccc3[N+](=O)[O-])cc2)no1	-5.8%	-7.6%	nt	6.9%	nt	-0.1	2.6	-20.1%	-19.0%
CCN(CC)Cc1oc(CO)cc(=O)c1O	38.0%[activator][11.4 µM]	-14.3%[11.4 µM]	nt	13.4%	nt	0.7	4.1	-7.3%	-4.8%
CSc1nc2nc(C)c(C/C=C/c3ccccc3)c(=O)n2[nH]1	17.2%[57.1 µM]	-18.8%[57.1 µM]	0.6	3.5%	-6.9	-1.0	1.0	-4.9%	-12.7%
COc1ccc(CNC(=O)CN(Cc2ccc(Cl)cc2)C(=O)c2csnn2)cc1	26.0%	0.8%	0.6	3.0%	15.0	1.3	-10.1	-4.2%	-9.2%
O=C(O)/C=C/C(=O)Nc1ccc2nccnc2c1	29.5%[57.1 µM]	20.3%[57.1 µM]	0.8	14.5%	5.5	0.6	-2.1	?	-19.7%
COc1ccc(Cc2n[nH]c(=S)n2Cc2ccccc2)cc1Cl	6.4%[57.1 µM]	3.5%[57.1 µM]	-1.3	-10.4%	-2.6	0.7	-0.4	-0.7%	-1.7%
O=C1N(c2ccccc2)C[C@@H]2C[C@@H](c3cccs3)N3CCC[C@@]123	20µM*	3.8%	nt	10.1%	nt	0.0	2.1	1.5%	?
Cc1ccc(S(=O)(=O)Nc2cccc3c2O[C@@H](CN(C)C(=O)Nc2ccc4c(c2)OCO4)[C@H](C)CN([C@@H](C)CO)C3=O)cc1	-13.3%[57.1 µM]	-1.5%[57.1 µM]	nt	3.3%	nt	nt	nt	0.6%	-3.6%
NCC1OC(n2cnc3c(N)ncnc32)CC1O (stereo not given)	-2.2%	-3.3%	nt	2.2%	nt	nt	nt	-2.9%	-4.5%
O=C1c2cccc(OCC(=O)N3CCCc4ccccc43)c2CCN1Cc1cccnc1	30.3%[57.1 µM]	-14.9%[57.1 µM]	-0.2	1.2%	8.1	-0.6	0.1	0.0%	-17.4%
COc1ccc(NC(=O)CCn2nnc(-c3ccc(C)cc3)n2)cc1OC	13.2%	-0.4%	-0.7	4.3%	5.6	-0.2	-1.8	2.2%	-5.2%
COc1ccccc1C1=NOC(Cn2c(NCC3CCCO3)nc3c2c(=O)n(C)c(=O)n3C)C1 (stereo not given)	-9.1%[57.1 µM]	1.9%[57.1 µM]	-0.3	6.0%	-8.6	-0.4	-0.2	2.4%	3.6%
CN1CCCC(OC(=O)c2ccc(Cl)cc2)C1 (stereo not given)	27.7%	2.6%	-0.7	-3.5%	-38.1	-2.4	1.8	-5.8%	-5.4%
Cc1cccc(-c2n[nH]c([N+](=O)[O-])n2)c1	4.7%	-3.3%	-0.2	1.4%	5.3	0.3	3.9	-1.5%	3.5%
Cc1ccc2nc(SCc3cccc([N+](=O)[O-])c3)nc(C)c2c1	-5.0%	-3.6%	1.3	4.8%	-13.3	2.5	-0.3	1.8%	-7.8%
CSc1ccc(C2c3[nH]c4ccccc4c3CCN2C(=O)CCc2ccccc2)cc1 (stereo not given)	22.2%[57.1 µM]	-3.7%[57.1 µM]	1.1	0.0%	nt	0.5	7.3	-2.3%	-7.2%
CCOC(=O)CSc1nc2c(c(-c3ccc(C)o3)c1C#N)CCCC2	-5.3%	13.8%	0.1	6.8%	14.9	3.8	-3.2	12.9%	-20.6%
Cn1[nH]c(CSc2ccc(Cl)cc2)cc1=O	3.9%[57.1 µM]	5.0%[57.1 µM]	0.1	3.0%	9.9	0.5	-4.0	2.5%	0.2%
O=C(Nc1ccc(N2CCN(Cc3ccccc3)CC2)cc1)c1ccccc1[N+](=O)[O-]	25.9%	2.9%	-0.2	4.5%	2.0	0.7	8.5	-0.4%	-2.1%
COc1cc(/C=N/NC(N)=O)c(Br)cc1OCC(=O)Nc1ccccc1C	4.9%	1.6%	nt	-1.7%	nt	nt	nt	-1.7%	-15.8%
N#CCc1ccc(NC(=O)c2ccc(CN3CCc4ccccc4C3)cc2)cc1	3.3%	-1.7%	0.9	0.1%	-0.4	0.6	-5.0	-3.8%	-24.9%
OCCN1CCN(CCO)C1=S	14.9%	-2.2%	nt	4.6%	nt	nt	nt	-13.2%	?
C=CCSc1nsc(N)n1	8.0%	5.3%	0.2	5.8%	-1.2	0.7	0.6	-11.4%	-11.7%
COc1ccccc1CNC(=O)CCN1C(=O)c2ccccc2C1=O	7.8%[57.1 µM]	11.8%[57.1 µM]	-1.1	3.8%	1.1	0.1	-3.6	-3.8%	-14.7%
CCCOc1ccc(Cc2c(Cl)nc(SC)nc2NC)cc1	-7.1%	-12.7%	-0.4	28.2%	-8.6	-0.2	-7.8	5.4%	-3.2%
CCOc1ccc(C(=O)OC2CCN(C)CC2)cc1	9.3%[57.1 µM]	7.7%[57.1 µM]	-0.8	0.6%	-9.4	4.2	-6.2	-4.5%	-14.6%
CCC(NC(=O)c1ccccc1Br)c1ccccc1 (stereo not given)	14.2%[57.1 µM]	4.8%[57.1 µM]	0.3	2.0%	24.7	0.9	-4.7	-1.1%	-23.1%
COc1ccc(CC(=O)Nc2ccc(S(=O)(=O)Nc3cc(OC)nc(OC)n3)cc2)cc1	-2.8%[57.1 µM]	-2.7%[57.1 µM]	0.0	-9.8%	-10.1	-1.0	10.2	1.1%	-1.4%
CCOc1ccc(-c2noc(CSc3nnc(Cc4ccccc4)n3-c3cccc(C)c3)n2)cc1	25.1%	-4.1%	1.8	-14.8%	nt	3.8	5.5	6.7%	-9.2%
CCCCN1C(=O)C(=O)N(CC(=O)Nc2cccc(C(C)=O)c2)C1=O	-19.9%	-0.6%	0.7	-14.5%	2.3	0.2	2.2	2.4%	-8.7%
Cn1c(N)c(C(=O)COC(=O)/C=C/c2ccccc2)c(=O)n(C)c1=O	4.7%[57.1 µM]	8.0%[57.1 µM]	nt	2.9%	nt	nt	nt	5.1%	-9.8%
C#CCO[C@@H]1C[C@H](n2ccc(NC(=O)c3ccccc3)nc2=O)O[C@@H]1CO	3.6%	-1.0%	0.0	-9.4%[38.3 µM]	4.7	0.2	3.5	0.7%	-4.6%
COc1ccc(-c2nn(CC(=O)N3CCCCC3)c(=O)c3ccccc23)cc1	nt	nt	0.2	nt	-2.3	-0.4	-1.2	nt	nt
CCOC(=O)Cc1csc(NS(C)(=O)=O)n1	9.1%	10.8%	1.4	5.1%	3.1	1.2	-3.0	-4.2%	9.4%
O=C(CCn1c(SCC(=O)NCc2ccco2)nc2ccccc2c1=O)NCCc1ccccc1	-0.4%	2.2%	-0.9	-0.3%	-8.7	-1.2	2.1	26.5%	-17.4%
CC1CCC(NC(=O)c2cc3c(s2)CS(=O)(=O)C3)CC1 (stereo not given)	?	0.7%	1.2	2.2%	41.3*	0.2	6.8	-4.4%	-10.2%
CN(C)CC(=O)N1c2ccccc2CCc2ccc(NC(=O)c3ccc(N)cc3)cc21	15.2%[57.1 µM]	8.2%[57.1 µM]	-1.3	3.4%	-3.9	-1.3	-1.3	0.6%	-9.3%
COc1cccc2sc(N(C)c3ccccc3)nc12	-6.4%	-5.2%	0.1	3.3%	-5.8	-0.4	-1.4	0.1%	-8.5%
Cc1ccc(C)c(S(=O)(=O)N2CCN(c3nc(-c4cccnc4)nc4ccccc34)CC2)c1	?	6.9%	nt	0.0%	nt	0.6	-2.7	57.3%[activator]	-15.7%
OCC[C@@H]1C[C@@H](O)[C@H](O)[C@@]2(Cc3ccccc3CCO2)O1	7.4%	2.9%	0.6	4.1%	14.4	1.4	-3.8	-8.6%	-30.5%
Cc1ccc(OCC(=O)N(Cc2ccccc2)c2ccccn2)cc1	14.5%	-1.8%	0.0	16.1%	-6.5	-0.2	6.7	1.0%	-21.1%
O=C(c1cccc(OC2CCN(Cc3cc(F)cc(F)c3)CC2)c1)N1CCCC1	21.3%	-1.0%	0.3	-5.0%	-3.9	-0.1	0.2	-11.2%	-5.1%
O=C(COc1ccc(Cl)cc1)Nc1ccc(C(=O)O)cc1NC(=O)COc1ccc(Cl)cc1	10.1%	5.9%	-0.2	-18.2%	3.7	0.5	4.1	-29.3%	-19.4%
CSc1nc2c(c(=O)[nH]1)C(c1ccncc1)C(C(=O)OC(C)C)=C(C)N2 (stereo not given)	-15.1%	-9.3%	nt	10.9%	nt	-0.4	-3.3	-0.6%	-5.4%
Cc1cnc(C(=O)Nc2ccc(N3CCN(C(=O)OC(C)(C)C)CC3)cc2)cn1	-3.8%	-3.2%	0.3	-1.7%	11.8	0.5	0.8	6.7%	-19.7%
